Compound activity (PubChem)
Tau fibril FP: inhibitors of human tau fibril formation | 280,000 tested, 0.39% active | K18 P301L tau heparin fibrillization, Alexa594 FP, 6 h | P10636 | AID 1468 | Potency, µM (titrated, usually from 57.7 µM), inactives show top-dose activity, negative = inhibition, most hits filed as inhibitors; further: nearly all actives have a fitted effect of over 55% in size
Target sequence (P10636 561-689 P618L limits assumed): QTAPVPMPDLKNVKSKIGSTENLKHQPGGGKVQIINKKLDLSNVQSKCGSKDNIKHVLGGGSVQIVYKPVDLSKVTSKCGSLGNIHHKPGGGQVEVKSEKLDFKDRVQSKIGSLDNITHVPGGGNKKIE
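FP of Alexa 594-tau after heparin (20 uM) induction. Substrate: human K18 P301L, 15 uM unlabeled, 0.24 uM labeled. Buffer 100 mM sodium acetate pH 7. 6 hr, 37 C.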
Tau ThT inhib: tau fibrillization inhibition (ThT binding). 270,000 tested, 2.1% active. P10636. recombinant tau K18 P301L, heparin-induced fibrillization, ThT fluorescence. Potency, µM (titrated, usually from 57.4 µM), for the others: top-dose activity, negative = inhibition, actives largely listed as inhibitors; further: nearly all actives have a fitted effect of over 55% in size
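Heparin-induced fibrillization of the P301L-mutant K18 repeat-domain fragment of human tau was followed by ThT binding in quantitative high-throughput format.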
Tau fluor cs: counter-screen for tau fibril formation inhibitors. tau K18 P301L Alexa594 fluorescence, heparin fibrillization. Potency, µM (highest dose often 57.7 µM), for inactives: at the top dose activity change, negative = decrease. 280,000 tested, 0.93% active; further: nearly all actives have a fitted effect of over 55% in size
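Human tau K18 P301L (15 uM unlabeled, 0.24 uM Alexa 594-labeled) in 100 mM sodium acetate pH 7 with 20 uM heparin, 6 hr at 37 C. ThT 30 uM added, 1 hr ambient; Alexa 594 FP and total fluorescence read at 555/632 nm.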
GLA spleen mod: alpha-galactosidase A (human) modulation; human spleen homogenate, 4MU-alpha-Gal fluorescence, 40 min; Potency, µM (series often up to 80 µM), for the others: top-dose activity change, negative = inhibition, actives largely listed as inhibitors; 240,000 tested, 0.008% active; AID 2107; P06280;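 further: 0% = enzyme with vehicle and -100% = no enzyme basal signal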
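Spleen homogenate 1 ug + cpd (titration) + 4-MU-alpha-D-galactopyranoside 1 mM; 37C 40 min; 50 mM citrate/phosphate pH 5.0, 0.01% Tween-20; stop pH 10; fluorescence 365/440; AC50 via Hill.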
L3MBTL1 inh: blocks human L3MBTL1. AlphaScreen L3MBTL1–H3K9me1 peptide binding. Potency, µM (highest dose often 57.1 µM), without a hit: top-dose activity, negative = inhibition, hits mostly inhibitors. 230,000 tested, 0.66% active. AID 485360; further: nearly all actives have a fitted effect of over 60% in size
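L3MBTL1 50 nM + b-AHA-H3(1-15)K9me1 75 nM, 30 min RT; compound added, 30 min RT; streptavidin donor/Ni-chelate acceptor beads 10 ug/mL each final, 30 min RT dark; AlphaScreen read.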
TR SRC2 fluor cs: counter-screen for TRb-SRC2 inhibitors: fluorescence interference. TRb/SRC2 Texas Red total fluorescence interference. Potency, µM (titrated, usually from 106 µM), for inactives: at the highest dose fluorescence change, negative = quenching. 280,000 tested, 0.29% active. AID 1479; active means well fitted curve in either direction with a large enough effect; inconclusive means small, poorly fitted or top-dose-only effect
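Human TRb ligand-binding domain at 0.6 uM with 20 nM Texas Red SRC2 peptide in Tris buffer containing 1 uM T3 and 5% DMSO, incubated with compound 5 h at ambient temperature. Total fluorescence (555/632 nm) calculated as parallel + 2 × perpendicular.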
TRb-SRC2 inh: disrupts binding of human TR beta to SRC2; TRbeta-SRC2 peptide binding, fluorescence polarization; receptor liganded with 1 µM T3; Potency, µM (top dose mostly 106 µM), inactives show top-dose activity change, negative = inhibition, most hits filed as inhibitors; 280,000 tested, 0.065% active;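 further: plate controls were bound peptide for no effect and peptide without receptor for full effect; nearly all actives have a fitted effect of over 50% in size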
Target sequence (P10828 whole entry, looked up): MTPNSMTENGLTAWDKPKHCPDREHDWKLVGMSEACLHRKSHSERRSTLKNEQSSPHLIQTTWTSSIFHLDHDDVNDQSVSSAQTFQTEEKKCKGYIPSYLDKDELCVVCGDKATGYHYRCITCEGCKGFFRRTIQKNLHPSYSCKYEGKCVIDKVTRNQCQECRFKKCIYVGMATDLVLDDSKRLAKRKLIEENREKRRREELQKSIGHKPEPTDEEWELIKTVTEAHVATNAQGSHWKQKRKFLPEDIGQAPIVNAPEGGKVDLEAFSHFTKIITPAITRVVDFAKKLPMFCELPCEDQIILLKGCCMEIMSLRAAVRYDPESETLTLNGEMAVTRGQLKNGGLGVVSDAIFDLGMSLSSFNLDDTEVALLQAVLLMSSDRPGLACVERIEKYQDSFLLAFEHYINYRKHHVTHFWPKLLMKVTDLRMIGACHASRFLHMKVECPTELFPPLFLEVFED
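Polarization signal, normalized between peptide-alone and full complex controls, measured compound effects on T3-liganded human TRb LBD (0.6 uM) binding 20 nM Texas Red SRC2 peptide after 5 hr.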
ALDH1A1 inh: ALDH1A1 (human) enzyme inhibition. Purified ALDH1A1, NADH fluorescence, propionaldehyde substrate. 220,000 tested, 7.3% active. P00352. Potency, µM (doses to about 75.3 µM), without a hit: at the top dose activity, negative = inhibition, most hits filed as inhibitors; active means well fitted inhibition curve with a large enough effect, not every such curve was filed as active; inconclusive means small, poorly fitted or top-dose-only effect, or another doubt; inactive means no such curve, though single readings can be large or run the other way;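 further: plate controls were no enzyme wells and a reference inhibitor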
Target sequence (P00352 whole entry, looked up): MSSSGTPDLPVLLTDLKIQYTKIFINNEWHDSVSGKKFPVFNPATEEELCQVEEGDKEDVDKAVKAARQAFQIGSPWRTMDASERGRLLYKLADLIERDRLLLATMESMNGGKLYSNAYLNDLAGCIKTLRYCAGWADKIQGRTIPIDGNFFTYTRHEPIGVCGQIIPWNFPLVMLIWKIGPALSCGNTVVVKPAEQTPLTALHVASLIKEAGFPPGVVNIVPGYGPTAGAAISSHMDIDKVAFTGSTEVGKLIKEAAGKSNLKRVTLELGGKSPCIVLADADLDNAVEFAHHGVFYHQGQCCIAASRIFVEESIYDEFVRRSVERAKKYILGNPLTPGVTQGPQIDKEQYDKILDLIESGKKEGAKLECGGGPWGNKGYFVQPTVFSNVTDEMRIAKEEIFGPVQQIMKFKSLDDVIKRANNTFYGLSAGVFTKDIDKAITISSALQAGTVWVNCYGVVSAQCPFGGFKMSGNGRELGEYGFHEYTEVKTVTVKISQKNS
Numbers without * were called inactive; ? = inconclusive; . = no result given; ! = a repeat was not active; [ ] = another dose, or the depositor's remark. Unless noted, the call rests on the fitted dose curve; in most records, active means well fitted curve in the direction sought with a large enough effect; inconclusive means small, poorly fitted or top-dose-only effect, or another doubt; inactive means no such curve, though single readings can be large; an effect the other way counts as inactive or inconclusive. Unless noted, on the % scale 0 is the no-effect control and ±100 the full control effect; potency means the concentration at half of the fitted maximal effect.

Abbreviations – A = Tau fibril FP; B = Tau ThT inhib; C = Tau fluor cs; D = GLA spleen mod; E = L3MBTL1 inh; F = TR SRC2 fluor cs; G = TRb-SRC2 inh; H = ALDH1A1 inh
C/C(=N\Nc1ccc(Cl)c(Cl)c1)c1ccc(-n2ccnc2)cc1
  A: 2%; B: ?; C: 14µM*[quencher]; D: -1%; E: -16%; F: -3%; G: 2%; H: ?

CN(C(=O)COC(=O)c1ccc([N+](=O)[O-])cc1)c1ccccc1
  A: -9%; B: -15%; C: -16%; D: -5%; E: .; F: 0%; G: 6%; H: 1%

C/C(=N\Nc1ccc([N+](=O)[O-])cc1)c1ccco1
  A: 9%; B: 5µM*; C: ?; D: 4%; E: -16%; F: -3%; G: 4%; H: ?

COc1ccc(CN2CCN(S(=O)(=O)c3ccc(NC(C)=O)cc3)CC2)cc1
  A: -4%; B: 0%; C: -14%; D: 5%; E: .; F: 3%; G: 3%; H: .

Cn1c(C(C(=O)NCC2CCCO2)N(C(=O)Cn2nnc3ccccc32)C2CCCCC2)nc2ccccc21 (stereo unspecified)
  A: 8%; B: -6%; C: -5%; D: -6%; E: -5%; F: -1%; G: -8%; H: 5%

CC1CCCN(CCCNC(=O)c2cn(C)c3ccc(S(=O)(=O)N(C)C4CCCCC4)cc3c2=O)C1 (stereo unspecified)
  A: 0%; B: -1%; C: -9%; D: .; E: .; F: 0%; G: -8%; H: .

COc1ccccc1NC(=O)Cn1c(CCC(=O)O)ccc1-c1ccc(C)cc1
  A: -4%; B: -15%; C: -6%; D: 6%; E: .; F: -3%; G: -6%; H: -13%

O=C(Nc1nccs1)c1ccc(S(=O)(=O)NCC2CCCCC2)cc1
  A: ?; B: -24%; C: ?; D: 7%; E: -6%; F: -1%; G: -6%; H: 11%

COC(=O)CCCC1=CC2=CC(=O)C(C)(OC(=O)c3cccs3)C(=O)C2=CN1c1cccc(C#N)c1 (stereo unspecified)
  A: 0%[11.6 µM]; B: 32µM*!; C: ?; D: 3%[17.5 µM]; E: .; F: -3%[11.2 µM]; G: -2%[11.2 µM]; H: 1%[13.5 µM]

COc1ccc(-n2nc(C(=O)NCC(=O)NCc3ccco3)c3ccccc3c2=O)cc1Cl
  A: 10%; B: -25%; C: ?; D: 14%; E: -1%; F: -1%; G: 2%; H: -8%

Quoted at random: 4 records from the list.
Abbreviations – A = Tau fibril FP; B = Tau ThT inhib; C = Tau fluor cs; D = GLA spleen mod; E = L3MBTL1 inh; F = TR SRC2 fluor cs; G = TRb-SRC2 inh; H = ALDH1A1 inh
CC1CCCN(CCCNC(=O)c2cn(C)c3ccc(S(=O)(=O)N(C)C4CCCCC4)cc3c2=O)C1 (stereo unspecified)
  A: 0%; B: -1%; C: -9%; D: .; E: .; F: 0%; G: -8%; H: .

COc1ccc(-n2nc(C(=O)NCC(=O)NCc3ccco3)c3ccccc3c2=O)cc1Cl
  A: 10%; B: -25%; C: ?; D: 14%; E: -1%; F: -1%; G: 2%; H: -8%

Cn1c(C(C(=O)NCC2CCCO2)N(C(=O)Cn2nnc3ccccc32)C2CCCCC2)nc2ccccc21 (stereo unspecified)
  A: 8%; B: -6%; C: -5%; D: -6%; E: -5%; F: -1%; G: -8%; H: 5%

COc1ccccc1NC(=O)Cn1c(CCC(=O)O)ccc1-c1ccc(C)cc1
  A: -4%; B: -15%; C: -6%; D: 6%; E: .; F: -3%; G: -6%; H: -13%

(further entries)
Abbreviations – A = Tau fibril FP; B = Tau ThT inhib; C = Tau fluor cs; D = GLA spleen mod; E = L3MBTL1 inh; F = TR SRC2 fluor cs; G = TRb-SRC2 inh; H = ALDH1A1 inh
O=C(O)CC(c1cccc(C(F)(F)F)c1)N1CCS(=O)(=O)CC1 (stereo unspecified)
  A: 6%; B: -1%; C: 5%; D: 4%; E: 8%; F: 1%; G: -1%; H: 7%

CCn1c(=NC(=O)c2ccc(S(=O)(=O)N3CCOCC3)cc2)sc2cccc(OC)c21
  A: 1%; B: 9%; C: -12%; D: 12%; E: 80%[activator]; F: -4%; G: -4%; H: ?

Cc1ccc(C)c(OCC(=O)NC(Cc2c[nH]c3ccccc23)C(=O)O)c1 (stereo unspecified)
  A: 3%; B: -8%; C: 0%; D: -8%; E: -15%; F: -2%; G: 5%; H: 0%

O=C(NCc1cccnc1)C(=O)NCC(c1ccco1)N1CCN(c2ccccc2)CC1 (stereo unspecified)
  A: -3%; B: -8%; C: -14%; D: -1%; E: -2%; F: -1%; G: 0%; H: ?

CC(=O)Nc1ccc(C2=NNC(=Nc3cccc(S(=O)(=O)N(C)C)c3)SC2)cc1
  A: ?; B: 7.9µM*; C: 14µM*[quencher]; D: 4%; E: -27%; F: -10%; G: -4%; H: ?

O=C(Nc1nc2ccccc2s1)C1CCCO1 (stereo unspecified)
  A: 2%; B: -10%; C: -3%; D: -3%; E: 7%; F: 2%; G: 9%; H: -7%

CC(=O)NCCn1c(SCc2cccc([N+](=O)[O-])c2)nc2ccccc2c1=O
  A: 10%; B: 0%; C: -3%; D: -3%; E: .; F: -5%; G: -5%; H: ?

CCNCCOC(c1ccccc1)c1ccccc1
  A: -1%; B: -1%; C: 2%; D: 1%; E: -2%; F: -1%; G: -3%; H: 10%

CCCN(C(=O)c1cc2c(s1)-c1ccccc1OC2)c1ccccc1F
  A: -2%; B: -11%; C: -13%; D: .; E: .; F: -5%; G: 1%; H: .

CCCn1nnnc1SCC(=O)NNC(=O)c1ccco1
  A: -2%; B: -7%; C: -11%; D: 0%; E: 7%; F: -1%; G: 0%; H: -12%

C=CCn1c(CCC(=O)O)ccc1-c1ccc(OC)cc1
  A: 4%; B: ?; C: -2%; D: 1%; E: -4%[11.4 µM]; F: 4%; G: 4%; H: ?

CCN(CC)S(=O)(=O)c1ccc(NC2c3ccccc3C(=O)N2CCN2CCOCC2)cc1 (stereo unspecified)
  A: -1%; B: -4%; C: -3%; D: -2%; E: -18%; F: 1%; G: -18%; H: 0.2µM*

COC(=O)Nc1ccc(OCC(=O)N2CCOCC2)cc1
  A: 4%; B: 6%; C: 13%; D: 5%; E: 3%; F: -1%[53 µM]; G: 4%[53 µM]; H: 8%

N#C/C(C(=O)N1CCCCC1)=C1\Nc2ccccc2S1
  A: 7%; B: -9%; C: -6%; D: -3%; E: 1%; F: -3%; G: 1%; H: ?

CCc1nnc(NC(=O)c2ccc(S(=O)(=O)N(CCOC)CCOC)cc2)s1
  A: -3%; B: -2%; C: -3%; D: 5%; E: .; F: -1%; G: -5%; H: 4%

Cc1cccc(OCC(=O)N2CCN(S(C)(=O)=O)CC2)c1
  A: 1%; B: 1%; C: 4%; D: -2%; E: 8%; F: -1%; G: -11%; H: 3%

Cn1c(=O)[nH]c(=O)c2c1nc(SCC(=O)O)n2CCc1ccccc1
  A: 4%; B: 2%; C: 4%; D: 3%; E: -8%; F: 0%; G: 2%; H: 6.3µM*

CCC1CCc2c(sc(NC(=O)C3c4ccccc4Oc4ccccc43)c2C#N)C1 (stereo unspecified)
  A: 0%; B: -4%; C: -20%; D: .; E: .; F: -2%; G: -2%; H: .

CC1=Nc2cc(C(=O)NC3CCC(C)CC3)ccc2Sc2c(C)ccc(C)c21 (stereo unspecified)
  A: -12%; B: -17%; C: -14%; D: .; E: .; F: -1%; G: -1%; H: .

CC(C)N(C(=O)CSc1nc(COc2ccccc2)nc2ccccc12)C(C)C
  A: -5%; B: ?; C: -11%; D: 6%; E: -17%; F: -2%; G: 8%; H: ?

Cc1ccc2ccccc2c1[N+](=O)[O-]
  A: .; B: .; C: .; D: 5%; E: .; F: -3%; G: -4%; H: -5%

CCc1nnc(NC(=O)COC(=O)CN2C(=O)c3ccccc3C2=O)s1
  A: 4%; B: 9%; C: 0%; D: 7%; E: 1%; F: 0%; G: -3%; H: 11%

CCOC(=O)N1CCN(C(=O)CSCc2ccc(C)cc2)CC1
  A: -4%; B: -15%; C: -10%; D: 0%; E: 0%; F: 3%; G: -1%; H: ?

COc1cccc(CNC(=O)CCCn2nc(C)n3c(cc4sccc43)c2=O)c1
  A: -3%; B: 5%; C: 2%; D: .; E: .; F: 1%; G: 6%; H: .

O=C(Cn1cnc2ccccc21)N/N=C/c1ccco1
  A: 7%; B: 4%; C: 2%; D: 4%; E: -14%; F: -21%; G: 3%; H: ?

Cc1cc(Cl)ccc1N1C(=O)CC(NNC(=O)c2cccnc2)C1=O (stereo unspecified)
  A: 1%; B: -9%; C: -1%; D: 3%; E: -4%; F: -2%; G: -13%; H: 5%

C=CCSC1=N/C(=C\c2ccc3c(c2)OCO3)C(=O)S1
  A: -2%; B: ?; C: -21%; D: ?; E: 13%; F: -5%; G: -2%; H: -9%

CCOC(=O)Cc1c(C)nc(SC)[nH]c1=O
  A: 2%; B: -2%; C: 2%; D: -6%; E: 2%; F: -2%; G: -3%; H: 8%

O=C(Oc1ccc2c(-c3ccccc3)cc(=O)oc2c1)C1CCCCC1
  A: 2%; B: ?; C: -24%; D: -9%; E: 57%[activator]; F: -7%; G: 1%; H: 2.2µM*

CCOC(=O)c1ccccc1N=N/C(C(C)=O)=C(/C)O
  A: -9%; B: -17%; C: -16%; D: -2%; E: -3%; F: -6%; G: -3%; H: -1%

CC(C)(C)Sc1ccccc1S(=O)(=O)C(C)(C)C
  A: -7%; B: -13%; C: -11%; D: -2%; E: 3%; F: 0%; G: 1%; H: 6%

O=C(Nc1ccccc1Sc1ccccc1)c1ccccc1
  A: -7%; B: ?; C: -20%; D: -3%; E: .; F: -1%; G: -3%; H: -12%

C=CCn1c(SCC(=O)Nc2ccc3c(c2)CCC3)nc2ccccc2c1=O
  A: -11%; B: 3%; C: -3%; D: -1%; E: 2%; F: 3%; G: 0%; H: -9%

CCC1C/C(=C/c2cccs2)C(=O)/C(=C/c2cccs2)C1 (stereo unspecified)
  A: -6%; B: ?; C: -14%; D: 2%; E: -17%; F: -2%; G: -11%; H: -1%

CC(C)C(NC(=O)c1ccccc1F)C(=O)OCC(=O)c1ccc(F)cc1 (stereo unspecified)
  A: -1%; B: 0%; C: 2%; D: 4%; E: 16%; F: 0%; G: -6%; H: -17%

O=C(Nc1ccc(Cl)c(Cl)c1)c1csc(-c2ccccc2)n1
  A: .; B: .; C: .; D: -2%; E: 7%; F: 2%; G: -10%; H: 3%

CN(C(=O)CSC1=NCCS1)c1ccccc1
  A: 1%; B: -17%; C: -7%; D: -10%; E: .; F: 0%; G: 0%; H: 2%

COc1cc(CNCCN(C)C)c(Br)cc1OC1CCCC1
  A: -3%; B: -2%; C: 0%; D: 10%; E: -21%; F: -6%; G: 2%; H: -13%
